High-throughput results as filed in PubChem BioAssay.
IDE act: IDE (human) activation, cell-based. P14735. HEK cells, FAbeta-B cleavage, fluorescence polarization; 0% vehicle, 100% cell-free pure enzyme wells. activation, % at 5.96 µM. 0.073% of 340,000 active. AID 493087;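 active = activation above the mean of all tested compounds plus 3 SD, set per screening campaign, cut at about 17% in these data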
Target sequence (P14735 whole entry, looked up): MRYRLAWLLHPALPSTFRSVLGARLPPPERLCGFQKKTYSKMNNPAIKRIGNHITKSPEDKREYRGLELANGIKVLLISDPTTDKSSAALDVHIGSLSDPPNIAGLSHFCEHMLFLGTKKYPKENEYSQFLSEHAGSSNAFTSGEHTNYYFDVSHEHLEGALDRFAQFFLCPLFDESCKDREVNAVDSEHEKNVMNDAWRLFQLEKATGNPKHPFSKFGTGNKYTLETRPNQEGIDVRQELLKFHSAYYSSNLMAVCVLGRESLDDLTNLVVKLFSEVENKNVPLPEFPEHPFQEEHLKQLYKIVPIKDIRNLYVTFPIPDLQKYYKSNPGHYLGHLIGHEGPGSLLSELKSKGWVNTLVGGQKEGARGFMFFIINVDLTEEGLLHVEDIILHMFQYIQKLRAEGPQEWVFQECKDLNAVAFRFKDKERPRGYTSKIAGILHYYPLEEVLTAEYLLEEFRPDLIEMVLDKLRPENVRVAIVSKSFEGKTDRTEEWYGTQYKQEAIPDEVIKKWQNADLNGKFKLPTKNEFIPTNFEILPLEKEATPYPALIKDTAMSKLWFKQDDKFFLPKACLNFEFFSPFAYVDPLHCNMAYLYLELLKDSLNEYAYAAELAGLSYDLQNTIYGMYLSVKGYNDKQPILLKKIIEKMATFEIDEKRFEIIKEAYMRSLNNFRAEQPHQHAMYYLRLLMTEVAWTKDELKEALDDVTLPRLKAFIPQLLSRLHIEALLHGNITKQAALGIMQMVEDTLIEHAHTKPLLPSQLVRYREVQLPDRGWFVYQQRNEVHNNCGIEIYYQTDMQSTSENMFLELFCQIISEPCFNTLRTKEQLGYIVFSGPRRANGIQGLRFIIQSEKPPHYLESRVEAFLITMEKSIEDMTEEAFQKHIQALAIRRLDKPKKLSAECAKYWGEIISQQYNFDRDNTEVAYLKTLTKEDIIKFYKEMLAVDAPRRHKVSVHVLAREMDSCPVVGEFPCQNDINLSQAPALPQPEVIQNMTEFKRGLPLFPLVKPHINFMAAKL
M18AAP inhibitor: PfM18AAP enzyme inhibition; recombinant PfM18AAP, H-Glu-NHMec fluorogenic cleavage; inhibition, % at 7.35 µM; 1.2% of 290,000 active; AID 1822;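 active = inhibition above the campaign mean inhibition over all tested compounds plus 3 SD, cut at about 28% in these data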;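 also: 0% = plate median of test compound wells and 100% = 2 mM ZnCl2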
VIM-2 inhibitor: inhibitors of Pseudomonas aeruginosa VIM-2 metallo-beta-lactamase. purified VIM-2, nitrocefin hydrolysis, epi-absorbance fluorescence. inhibition, % at 5.6 µM. 0.89% of 290,000 active. AID 1527;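 active = inhibition above the mean of all tested compounds plus 3 SD, cutoff set per screening run, cut at about 7.5% in these data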;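 also: red hydrolysis product quenches plate fluorescence so inhibitors raise well fluorescence; 0% = enzyme with DMSO and 100% = DMSO without enzyme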
HCV NS3 hel inh: inhibitors of Hepatitis C virus NS3 helicase. NS3 helicase DNA unwinding, Cy5 molecular beacon fluorescence. inhibition, % at 10.9 µM. 0.56% of 290,000 active;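 active = inhibition above the mean of all tested compounds plus 3 SD, set per campaign, cut at about 35% in these data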;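 also: 0% = DMSO wells and 100% = thioflavine S control wells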
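System: Hepatitis C virus NS3 helicase domain fragment enzyme | Reagent: Annealed dual-labelled DNA beacon duplex, ATP-started | Compound dosing: 10.9 µM single point, 0.8% DMSO | Incubation: 1 h reaction at 25 °C, ATP-initiated | Technique: Cy5 fluorescence | Evaluation: Percent inhibition from t60/t0 fluorescence ratio | Benchmarks: Low DMSO, high thioflavine S at 110 µM | Replication: Singlicate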
FID counter: displaces DNA intercalator in HCV helicase counter-screen; DNA fluorescent intercalator displacement, fluorescence; 0.17% of 290,000 active; inhibition, % at 7.9 µM; in the data active = inhibition above about 37%;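 also: 0% = vehicle and 100% = reference compound; higher means more ethidium bromide displaced from hairpin DNA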
IMP-1 inhibitor: inhibitors of Pseudomonas aeruginosa IMP-1 metallo-beta-lactamase. 0.45% of 290,000 active. purified IMP-1, nitrocefin hydrolysis, epi-absorbance fluorescence. inhibition, % at 5.6 µM;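 active = inhibition above the mean plus 3 SD of all compounds in the same screening run, cut at about 4.5% in these data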;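 also: 0% = IMP-1 with DMSO and 100% = DMSO wells lacking enzyme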
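assay system = purified recombinant IMP-1 metallo-beta-lactamase enzyme | schedule = 15 min preincubation plus 25 min reaction at 25 °C | signal = Epi-absorbance fluorescence, 480 nm excitation, 530 nm emission | read-out basis = percent inhibition from optical density relative to buffer-blank wells | controls = IMP-1 with DMSO as 0%, enzyme-free DMSO as 100%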
SUMO HTRF inh: SUMOylation inhibition; P63279; HTRF SUMOylation assay, SAE1/SAE2 + UBC9, in vitro; inhibition, % at 35 µM; 0.36% of 290,000 active; AID 2006; in the data active = inhibition above about 50%, passing the limit was not always enough; inconclusive = no clear call, values can overlap the other calls; also: strong numbers were not always called active
IDE inh: inhibits human insulin-degrading enzyme in HEK cells | FAbetaB cleavage, fluorescence polarization | inhibition, % at 5.59 µM | 0.41% of 320,000 active | AID 434962;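 active = percent inhibition above the average of all tested compounds plus 3 SD, set per screening campaign, cut at about 16% in these data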;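 also: IDE supplied by intact live HEK cells; FP after avidin binding of uncleaved biotin substrate so inhibition keeps polarization high; 0% = DMSO wells and 100% = 60 µM reference IDE inhibitor Ii1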
pCIP destab: compounds decreasing mouse p/CIP protein stability | decrease of EGFP signal, % at 10 µM | 0.01% of 290,000 active | F442A p/CIP-EGFP cells, EGFP fluorescence, 16 h | AID 1984 | Q05BA5;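 active = EGFP signal decrease of at least 30% at 10 µM or well 3 SD below plate mean, unless failing retest; inactive = the rest, including hits failing retest or dose response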; also: some compounds called inactive have numbers as strong as hits; many of its hits are not listed in these tables
* = called active by the depositor; ? = inconclusive; . = no result given.

| SMILES | IDE act | M18AAP inhibitor | VIM-2 inhibitor | HCV NS3 hel inh | FID counter | IMP-1 inhibitor | SUMO HTRF inh | IDE inh | pCIP destab |
| --- | --- | --- | --- | --- | --- | --- | --- | --- | --- |
| COC(=O)Cn1c(=O)c2c(nc3n2CC(C)CN3c2ccc(C)c(C)c2)n(C)c1=O (configuration not stated) | 10 | . | . | . | . | . | 15 | -2 | -4 |
| c1ccc(Oc2cccc(OCCCn3cncn3)c2)cc1 | 3 | 1 | -1.6 | -1 | -17 | -0.2 | -5 | -1 | 23 |
| COc1cc(-c2nc3c(c(C)nn3-c3ccccc3)c3cc(OC)c(OC)cc23)ccc1O | 2 | 3 | 0.6 | 3 | -3 | -1.7 | 14 | 1 | -28 |
| O=C(O)CCC(=O)Nc1cc(C(F)(F)F)cc(C(F)(F)F)c1 | 0 | -3 | -1.5 | 15 | 0 | 0.7 | 9 | 1 | 4 |
| COc1ccccc1CC(=O)Nc1ccc2[nH]ncc2c1 | 0 | -3 | -0.4 | 8 | -3 | 1.2 | 6 | 3 | 5 |
| CC(C)CC(C(=O)NC1CCCC1)N(Cc1ccc2c(c1)OCO2)C(=O)c1snc(C(N)=O)c1N (configuration not stated) | 3 | 3 | -2.9 | -1 | 1 | -3.4 | -17 | 2 | -6 |
| COc1ccc(N2CC(C(=O)Nc3ccc4c(c3)OCCO4)CC2=O)cc1 (configuration not stated) | 1 | -1 | -3.3 | -3 | -18 | -3.9 | 4 | 0 | -3 |
| Cc1noc2ncnc(SCc3ccc(C(F)(F)F)cc3)c12 | 5 | -6 | -2.1 | 11 | -4 | -3.0 | 8 | 2 | -8 |
| c1ccc(Oc2cccc(CN3CCCCC3)c2)cc1 | 5 | 1 | -2.8 | -1 | 4 | -0.4 | -3 | -2 | -2 |
| O=C(COC(=O)c1ccc(F)cc1)Nc1nc2ccc([N+](=O)[O-])cc2s1 | 7 | 5 | -1.2 | -4 | 3 | -1.0 | 7 | 2 | 3 |
| Cc1cc(NC(=O)CCN2C(=O)/C(=C/c3ccccc3F)SC2=S)no1 | . | 3 | -5.2 | 8 | -7 | -1.2 | -3 | 0 | 10 |
| COc1ccc(-c2noc(CN3C(=O)c4ccccc4C3=O)n2)cc1 | 0 | -1 | -4.0 | -1 | 1 | -0.8 | 11 | -1 | -12 |
| Cc1cc(/C=C2\SC(=S)NC2=O)cc(C)c1O | -8 | 1 | -1.5 | 24 | 3 | -1.3 | 13 | 16* | 0 |
| Cc1cc(NC(=O)NC2CCCN2S(=O)(=O)c2ccc(Cl)cc2)no1 (configuration not stated) | 3 | -12 | -0.8 | 3 | -8 | -3.1 | 6 | -4 | 1 |
| CC(=O)N1N=C(c2ccccc2)CC1c1cccs1 (configuration not stated) | -2 | -10 | -0.8 | 10 | -18 | 0.0 | -1 | . | -1 |
| O=C(Nc1cccc(F)c1)OC(CN1CCCCC1)C(F)(F)F (configuration not stated) | 5 | 5 | -3.4 | 0 | 1 | -1.6 | -17 | 7 | -7 |
| CCOCCCNC(=O)/C(C#N)=C/c1ccc([N+](=O)[O-])o1 | -10 | -6 | -0.3 | 24 | -14 | -0.5 | 22 | 2 | -23 |
| CCCC(C(=O)N1CCOCC1)N1C(=O)C2C3C=CC(C3)C2C1=O (configuration not stated) | 0 | -2 | -0.2 | -2 | -5 | 0.9 | -1 | 2 | -6 |
| CC(=O)Nc1cccc(NC(=O)c2cc3ccccc3o2)c1 | 0 | 6 | -5.8 | -2 | -11 | -4.2 | 7 | 5 | -4 |
| O=C(CSc1nncc2ccccc12)N1CCCCC1 | -5 | 0 | 2.3 | 6 | -2 | -2.9 | 8 | 7 | -6 |
| O=C(CSc1nc2[nH]ncc2c(=O)[nH]1)NCc1ccccc1 | -6 | 12 | -3.0 | -22 | 2 | -2.2 | 1 | -2 | 2 |
| CC(=NCCN1CCN(C(C)=C2C(=O)c3ccccc3C2=O)CC1)C1=C(O)CC(C)(C)CC1=O | 1 | -2 | -0.6 | 12 | -2 | -2.1 | 6 | -1 | -4 |
| O=C(CN1CCCC1)Nc1c(C(=O)C2CC2)oc2ccccc12 | 4 | -16 | 0.9 | -7 | -2 | -1.3 | 18 | -1 | -8 |
| CN(C)C(=O)/C=C\c1cn(-c2ccccc2)nc1-c1ccc2c(c1)OCCO2 | 1 | 4 | -2.3 | -5 | -16 | -2.6 | 16 | 1 | -5 |
| CCC(C)Nc1nc2c(C)cccn2c(=O)c1C=Nc1ccc(OC)cc1 (configuration not stated) | 1 | 4 | -1.8 | 8 | -12 | -2.5 | 0 | -3 | -2 |
| Cc1ccc(N2CCN(C(=O)c3ccccc3NC(=O)/C=C\C(=O)O)CC2)cc1 | 6 | -12 | 0.5 | 5 | -5 | -0.4 | -3 | -3 | 0 |
| CN(C)c1nc(-c2cn(CCC#N)c3ccccc23)cs1 | 1 | 5 | -1.2 | -19 | 5 | -1.1 | 13 | 1 | -4 |
| C=C(C)C(=O)N1CC2(CC(c3cccc(NC(=O)CC)c3)=NO2)C[C@H]1C(N)=O (some centres not stated) | 4 | . | . | . | . | . | 27 | 8 | -4 |
| O=C(Cn1cc(Cl)c([N+](=O)[O-])n1)NCCC1=CCCCC1 | 2 | 3 | -0.3 | 5 | -3 | -2.9 | -2 | 5 | -15 |
| CCC(=O)Nc1ccc(-c2ccc(N3CCN(C)CC3)nn2)cc1 | 2 | -3 | 3.7 | 4 | -6 | 0.4 | 19 | -2 | -13 |
| NS(=O)(=O)c1cccc(C(=O)NC2CCSc3ccccc32)c1 (configuration not stated) | 1 | -3 | -1.8 | 7 | -14 | -5.0 | -9 | 6 | -19 |
| COc1ccc(OC)c(CNC(=O)CCS(=O)(=O)c2ccc3c(c2)oc(=O)n3C)c1 | 7 | 0 | -1.3 | -7 | -2 | -2.2 | 9 | 5 | -2 |
| COc1ccccc1N1CCN(C(=O)/C=C/c2ccc(C)cc2)CC1 | 1 | -2 | -1.5 | -3 | -33 | 0.2 | 20 | -1 | -18 |
| CC(C)(C)C(=O)/C=C1\NC(=O)CS1 | -3 | -9 | 2.3 | 15 | 0 | 0.6 | 2 | -4 | 5 |
| CCCCCc1nnc(NC(=O)NS(=O)(=O)c2ccc(C)cc2)s1 | 2 | -5 | -3.3 | -7 | -5 | -4.1 | 6 | 8 | 2 |
| Cc1c(/C=N\NC(=O)C2COc3ccccc3O2)c2ccccc2n1C (configuration not stated) | 2 | 1 | -1.3 | -14 | -5 | -5.6 | -22 | 4 | -8 |
| CCN(CC)S(=O)(=O)c1ccc(NC(=O)CN(c2cccc(C)c2)S(C)(=O)=O)cc1 | 3 | 0 | -3.5 | 0 | -22 | 0.1 | 5 | -2 | -1 |
| COc1ccc2c(c1)c(C(=O)CN1CCC(C(N)=O)CC1)c(C)n2C | 3 | 9 | -0.1 | 4 | 3 | -2.1 | 4 | 3 | 0 |
| COC(=O)[C@H](Cc1ccccc1)NC(=O)N1CCCCC1C (some centres not stated) | 0 | 0 | -2.9 | -1 | -1 | -0.7 | 14 | -2 | -2 |
| CC1=C/C(=N\OS(=O)(=O)c2ccccc2)C(C)=CC1=O | -4 | 5 | -1.7 | -1 | 5 | -7.3 | 5 | 11 | 4 |
| O=C(N/C(=N\O)c1ccccc1)Nc1ccc(Cl)cc1 | 2 | -5 | -3.7 | -3 | -1 | -4.1 | 24 | -5 | -3 |
| Cc1c(N)cc(N)cc1C(=O)O | 3 | 27 | -1.7 | 16 | -1 | -1.4 | 49 | -4 | -12 |
| CCOC(=O)CSc1nnc(Cc2ccccc2)n1Cc1ccco1 | 1 | -12 | -2.5 | 12 | -16 | 1.3 | 10 | 4 | -8 |
| CCN(CC)S(=O)(=O)c1ccc(OC)c(NS(=O)(=O)c2cccc(C(=O)O)c2)c1 | 0 | -10 | 0.0 | 11 | -6 | -0.7 | -2 | -1 | -7 |
| CCCCc1nc2ccccc2c(N)c1CCC (tested in a mixture with another compound) | 1 | -5 | 0.4 | -4 | 6 | -3.8 | 8 | 0 | -21 |
| O=C(CSc1nnc2n1CCCN2)c1ccc([N+](=O)[O-])cc1 | 8 | 6 | -2.9 | 2 | 3 | -2.8 | 1 | -5 | -8 |
| C/C(=N\NC(=O)CNc1ccccc1)c1ccccc1 | 2 | -6 | -3.5 | -2 | 3 | -3.9 | 11 | 5 | -15 |
| O=S(=O)(NCCSc1ccccc1)c1cccs1 | 4 | -15 | 0.0 | -11 | -4 | -0.6 | 0 | -6 | 8 |

Rewritten with values under each structure: entries from further up
Below each compound: IDE act, M18AAP inhibitor, VIM-2 inhibitor, HCV NS3 hel inh, FID counter, IMP-1 inhibitor, SUMO HTRF inh, IDE inh, pCIP destab
- O=C(N/C(=N\O)c1ccccc1)Nc1ccc(Cl)cc1
    2, -5, -3.7, -3, -1, -4.1, 24, -5, -3
- Cc1c(N)cc(N)cc1C(=O)O
    3, 27, -1.7, 16, -1, -1.4, 49, -4, -12

Following part
| SMILES | IDE act | M18AAP inhibitor | VIM-2 inhibitor | HCV NS3 hel inh | FID counter | IMP-1 inhibitor | SUMO HTRF inh | IDE inh | pCIP destab |
| --- | --- | --- | --- | --- | --- | --- | --- | --- | --- |
| [N-]=[N+]=N[C@@H](CCN1CC[C@H](NC(=O)OCc2ccccc2)CCC1=O)c1ccccc1 | 5 | -10 | -0.7 | 2 | -45 | -0.4 | -1 | 0 | 3 |
| Cc1c(CCC(=O)NC2CC2)c(=O)oc2c(C)c(O)ccc12 | -1 | 9 | -0.3 | 2 | -2 | -3.0 | ? | -1 | -8 |
| O=C(CSc1nc2ccccc2o1)Nc1nncs1 | 1 | 14 | -5.2 | 5 | 2 | -4.9 | 27 | 7 | -5 |
| CCN(CC)CCCN(C(=O)Cn1nnc(-c2ccc(OC)c(OC)c2)n1)C(C(=O)NC(C)(C)C)c1ccc(F)cc1 (configuration not stated) | 4 | -2 | -0.9 | -21 | 22 | -0.9 | 11 | 2 | -16 |
| Cc1ccccc1C(=O)Nc1nc2n(n1)C(c1ccccc1)CC(=O)N2 (configuration not stated) | -3 | -4 | -2.8 | 7 | -1 | -0.1 | -3 | -2 | 4 |
| COc1ccc(Cc2nc3c4c(ncn3n2)Oc2ccc3ccccc3c2C4c2ccc(OC)c(OC)c2)cc1 (configuration not stated) | 1 | -3 | -1.5 | 9 | -4 | -0.7 | -13 | 5 | -3 |
| COc1ccc(-n2c(SCC(=O)N3CCCCC3)nc(O)cc2=O)cc1 | -4 | 3 | -1.6 | 23 | -40 | -1.2 | 23 | 7 | -12 |
| Cc1c(NC(=O)CN2CCCc3ccccc32)c(=O)n(-c2ccccc2)n1C | 3 | -6 | -0.6 | 9 | -8 | -0.1 | -2 | 1 | -3 |
| CCC(=O)Nc1ccc(NC(=S)NC(=O)c2cc3ccccc3o2)cc1 | -5 | -2 | -4.5 | 3 | -1 | -2.6 | 13 | -2 | -5 |
| CC(C)c1ccc(CCNC(=O)CCNC(=O)c2ccc(Br)cc2)cc1 | 1 | -16 | 0.1 | 11 | -33 | 0.1 | 16 | -4 | -3 |
| Cc1cc(C)c(C(=O)CSC2=NC(N)=C(C#N)C3(CCCCC3)C2C(N)=O)cc1C (configuration not stated) | -3 | -6 | -3.5 | 1 | -32 | -2.9 | 1 | 2 | 8 |
